# Assay outcomes: PubChem, The Scripps Research Institute Molecular Screening Center
# GPR151 ag = activates the human receptor GPR151; Q8TDV0; PathHunter beta-arrestin GPR151 cells, luminescence; activation, % at 11.2 µM; actives 1% (n = 650,000); AID 1508602; in the data active = activation above about 4.9%;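 also: 0% = median of compound wells and 100% = cells with positive control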
# FBW7 activator = human FBW7 E3 ligase activation, primary screen; normalized activity (activation), % at 26.1 µM; actives 0.13% (n = 650,000); Q969H0; AlphaScreen FBW7–phospho-cyclin E peptide binding, activator screen; in the data active = normalized activity above about 1.9%;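 also: purified mutant Fbw7 with reduced substrate affinity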
# Target sequence (Q969H0 whole entry, looked up): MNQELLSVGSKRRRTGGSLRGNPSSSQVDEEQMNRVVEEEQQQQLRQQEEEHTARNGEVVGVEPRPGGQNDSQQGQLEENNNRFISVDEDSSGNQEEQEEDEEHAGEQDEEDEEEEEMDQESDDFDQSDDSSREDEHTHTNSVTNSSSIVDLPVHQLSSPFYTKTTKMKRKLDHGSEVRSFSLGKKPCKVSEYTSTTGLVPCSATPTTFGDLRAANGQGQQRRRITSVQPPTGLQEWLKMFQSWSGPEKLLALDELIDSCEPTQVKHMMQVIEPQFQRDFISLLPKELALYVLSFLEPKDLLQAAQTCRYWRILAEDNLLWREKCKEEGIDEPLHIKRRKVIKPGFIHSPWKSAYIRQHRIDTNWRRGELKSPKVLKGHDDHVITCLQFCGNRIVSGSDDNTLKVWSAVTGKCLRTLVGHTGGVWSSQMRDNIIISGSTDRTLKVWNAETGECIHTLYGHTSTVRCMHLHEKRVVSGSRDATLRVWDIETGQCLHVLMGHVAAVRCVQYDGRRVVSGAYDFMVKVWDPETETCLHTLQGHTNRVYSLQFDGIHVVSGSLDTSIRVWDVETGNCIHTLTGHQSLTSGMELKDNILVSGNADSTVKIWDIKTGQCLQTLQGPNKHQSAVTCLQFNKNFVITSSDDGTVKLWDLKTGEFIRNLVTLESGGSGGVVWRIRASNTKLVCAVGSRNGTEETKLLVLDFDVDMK
# MITF primary = blocks human microphthalmia-associated transcription factor. AlphaScreen MITF homodimerization, bead proximity signal. inhibition, % at 2.6 µM. actives 0.91% (n = 650,000); in the data active = inhibition above about 50%;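 also: 0% = vehicle wells with protein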
# TEAD-YAP block = TEAD-YAP interaction inhibition. inhibition, % at 9.12 µM. actives 1.4% (n = 640,000). HEK-TIYL cells, TEAD-Gal4/YAP UAS-luciferase luminescence; in the data active = inhibition above about 32%;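 also: 0% = median of test compound wells and 100% = reference inhibitor wells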
# An asterisk follows results filed as active; & = joins results of further samples.
SMILES,GPR151 ag,FBW7 activator,MITF primary,TEAD-YAP block
CCOc1cc(/C=C2/C(=N)N3N=C(CC)SC3=NC2=O)ccc1OCCOc1cc(C)cc(CC)c1,0.4,0.1,16,8
COc1ccc(NC(=O)CCNC(=O)Cn2ccc3ccccc3c2=O)c(OC)c1,-0.2,-0.1,-2,5
Cc1cccc(C)c1-n1c(=S)sc2c(=O)n(-c3ccccc3)c(SCc3cccc([N+](=O)[O-])c3)nc21,-0.2,0.0,-6,1
CCn1c(SCC(=O)c2ccc(OC)cc2)nnc1C1CC1,-0.2,0.0,7,-11
Cc1cc2ccccc2n1CCC(=O)O,1.1,-0.5,12,2
Cc1sc2nc(SCC(=O)N3CCCC(C)C3)[nH]c(=O)c2c1C (stereo not given),0.4,-0.2,-5,1
CCN(C(=O)CC(C)S(=O)(=O)c1cc2c(cc1C)NC(=O)CO2)c1cccc(C)c1 (stereo not given),1.4,0.0,-3,-3
CC(=O)N1CCN(CC(=O)Nc2ccc3c(c2)CCC3)CC1,-1.7,0.0,0,-4
Cc1nc2ccccc2n1C(=O)c1ccccc1F,-0.2,-0.2,1,-8
CC(C)CC(NC(=O)C(CO)NC(=O)OC(C)(C)C)C(N)=O (stereo not given),-0.6,0.2,6,15
CNS(=O)(=O)c1cccc(C(=O)OCc2ccc([N+](=O)[O-])cc2)c1,-0.1,0.0,2,10
COc1ccc(NC(=O)c2oc3ccccc3c2NC(=O)c2ccc3c(c2)OCO3)cc1,2.1,-0.2,10,-5
N#CC1=C(N)N(c2sc3c(c2C#N)CCCCC3)C2=C(C(=O)CCC2)C1c1ccc2c(c1)OCO2 (stereo not given),-1.5,0.1,-3,6
Cc1oc(-c2cccs2)nc1CSCC(=O)O,-1.1,0.0,16,1
CC1CN(Cc2nc3c(c(=O)n(C)c(=O)n3C)n2Cc2ccc(Cl)cc2)CC(C)O1 (stereo not given),-1.2,0.7,13,9
COC(=O)c1cc(CNC(=O)C2CCOC(C)(C)C2)cc(NC(=O)c2ccccc2)c1 (stereo not given),0.5,0.1,9,5
CCc1ccccc1NC(=S)N(Cc1ccc(Br)cc1)Cc1ccc(C(=O)O)cc1,-1.1,0.6,9,12
CCNC(=O)c1c(NC(=O)COc2ccc(C)cc2)sc2c1CCCC2,0.9,0.0,-3,-5
Cc1ccc(NS(=O)(=O)c2ccc(OCC(=O)Nc3ccc4c(c3)OCO4)cc2)cc1,1.0,-0.1,-9,-5
Cc1nnc(SCC(=O)Nc2ccc(F)c(Cl)c2)s1,0.8,0.0,13,2
O=C(N/N=C/C=C\c1ccccc1[N+](=O)[O-])c1cccnc1,-1.0,-0.1,17,-2
COc1ccc(C(c2nnnn2Cc2ccccc2)N2CCN(c3ncccn3)CC2)cc1 (stereo not given),-1.3,1.0,8,12
COc1ccc2nc(Cl)c(C3CC(c4ccco4)=NN3C(=O)CCC(=O)O)cc2c1 (stereo not given),0.5,0.0,6,-3
CC(Sc1n[nH]c(N)n1)C(=O)OCc1ccccc1 (stereo not given),1.7,-0.1,0,0

# Part of the list above, as labelled records:
CCc1ccccc1NC(=S)N(Cc1ccc(Br)cc1)Cc1ccc(C(=O)O)cc1
  GPR151 ag = -1.1
  FBW7 activator = 0.6
  MITF primary = 9
  TEAD-YAP block = 12
CCNC(=O)c1c(NC(=O)COc2ccc(C)cc2)sc2c1CCCC2
  GPR151 ag = 0.9
  FBW7 activator = 0.0
  MITF primary = -3
  TEAD-YAP block = -5
Cc1ccc(NS(=O)(=O)c2ccc(OCC(=O)Nc3ccc4c(c3)OCO4)cc2)cc1
  GPR151 ag = 1.0
  FBW7 activator = -0.1
  MITF primary = -9
  TEAD-YAP block = -5

# Later entries.
SMILES,GPR151 ag,FBW7 activator,MITF primary,TEAD-YAP block
COc1cc(C2c3c(oc4ccc(F)cc4c3=O)C(=O)N2Cc2ccccc2)ccc1O (stereo not given),-0.3,0.8,-1,18
COc1cccc(C(=O)NNC(=O)C(=O)N2CCCCC2)c1,2.2,0.0,-2,1
CN(C)S(=O)(=O)c1ccc(NC(=O)c2ccccc2Br)cc1,0.3,-0.1,6,0
O=C(CSc1ncccn1)N1CCc2ccccc21,-1.9,-0.1,8,-27
O=C(NCC1CCCN(Cc2cccn2-c2ncccn2)C1)c1ccc2c(c1)OCO2 (stereo not given),-0.9,0.3,0,13
COC(=O)c1ccc2c(=O)n(Nc3nc(C)cc(C)n3)c(SCc3cc(C(C)=O)ccc3OC)nc2c1,-1.0,0.9,4,-12
COc1ccccc1OCCCOc1cccc(/C=C2\SC(=O)NC2=O)c1,1.5,0.1,-1,9
COc1ccc(CNc2nc(-c3cccc(OC(F)(F)F)c3)nc3c2ncn3C(C)C)cc1,2.4,0.1,4,-18
O=C1/C(=C/c2ccc(-c3ccc(Br)cc3)o2)C=C(c2ccccc2)N1c1ccccc1,0.3,0.6,20,7
O=C1CSC(c2ccc([N+](=O)[O-])cc2)N1CC12CC3CC(CC(C3)C1)C2 (stereo not given),0.0,0.0,1,7
CCC(C)NS(=O)(=O)c1ccc2c(c1)CC(C)N2C(=O)C1CC1 (stereo not given),0.0,-0.1,1,-8
Cc1ccccc1NC(=O)CCN1CCc2ccccc2C1,1.5,0.2,9,3
COCc1cc(=O)[nH]c(/N=C(/NC(=O)c2ccccc2)Nc2ccc(F)cc2)n1,1.0,-0.1,-3,4
O=C1N[C@H](Cc2ccc(O)cc2)C(=O)N2CCN(CC3CCCCC3)C[C@H]12,-0.2,-0.2,-12,3
COc1cc(-c2nc(C=Nc3cc(Cl)ccc3C)c(O)o2)cc(OC)c1OC,-1.3,-0.1,2,-15
CC(C)(C)NC(=O)C(c1ccccn1)N(C(=O)c1csnn1)c1cccc(Cl)c1 (stereo not given),0.0,-0.2,-17,5
COc1ccc(Cl)cc1N1C(=O)C2CCCN2C1c1cccc(OC)c1OC (stereo not given),0.0,0.3,7,7
COc1nc(NCCc2ccc(O)cc2)nc(-c2ccc(C(=O)NC3CC3)cc2)n1,1.0,-0.1,7,4
O=C(Nc1ccccc1)Nc1ccc(I)cn1,3.4,0.1,-5,-41
Cc1cccc(NC(=O)c2cc(-c3ccccc3)nc3ccccc23)c1,2.1,-0.2,-5,-1
COC(=O)c1sccc1NC(=O)c1cc2cc([N+](=O)[O-])ccc2oc1=O,-1.9,-0.1,-1,3
CC(C)CCn1c(=O)[nH]c2ncccc2c1=O,0.4,0.0,3,3
CC1=C(C(=O)N2CCCCC2)C(c2cccc([N+](=O)[O-])c2)C2=C(CC(C)(C)CC2=O)N1 (stereo not given),0.3,0.8,9,-4
CC(C)N(C(=O)CSc1nc2c([nH]1)c(=O)n(C)c(=O)n2C)c1ccccc1,0.0,0.1,3,9
COc1ccc(CCN2C(=O)CC(Cc3ccccc3)C2=O)cc1OC (stereo not given),1.1,0.0,3,6
O=C(COc1ccc(-c2ccccc2)cc1)NNC(=O)C(F)(F)F,-2.6,-0.1,-2,-49
O=c1cc(C(F)(F)C(F)F)oc2c1ccc1ccccc12,0.0,-0.1,0,-6
COc1cccc(NC(=O)CCc2c(C)nc3nc[nH]n3c2=O)c1,-1.0,0.7,16,-4
COc1cccc(NC(=O)CN2C(=O)CC(C)Sc3ccccc32)c1 (stereo not given),-0.3,0.0,-2,-8
COc1ccc(C(=O)NNC2CC(=O)N(c3ccccc3C)C2=O)cc1 (stereo not given),1.3,0.3,-18,-1
Cc1ccc(-c2nc3ncccc3o2)cc1NC(=O)c1sc2ccccc2c1Cl,0.7,0.0,0,10
O=C(Oc1cc(-c2ccccc2)c2oc(=O)sc2c1)c1ccc([N+](=O)[O-])cc1,-0.2,0.0,2,3
Cc1nn(CC(=O)N2CCN(C)CC2)c(=O)c2cc3sccc3n12,0.3,0.2,8,0
O=C(CSc1ccc(F)cc1)Nc1cccc(Br)c1,3.4,0.8,17,-8
CCOC(=O)C1CCN(C(=O)CNC(=O)c2nn(-c3ccc(OC)cc3OC)c(=O)c3ccccc23)CC1,1.4,0.1,10,-10
O=C(CSc1nc2ccccc2[nH]1)Nc1nnc(CCc2ccccc2)s1,-0.3,-0.1,8,-10
CCOc1cc2c(cc1OC)C(c1cc3c(cc1Br)OCO3)NCC2 (stereo not given),1.8,-0.2,-10,-2
O=C1CCCN1Cc1cc(Cl)c2cccnc2c1O,0.6,-0.1,64*,9
CCOc1cc(CNCCO)cc(Br)c1OCc1ccc(F)cc1,0.4,-0.1,-15,-6
O=S(=O)(c1cccs1)N1CCc2nc(-c3ccncc3)nc(N3CCCCC3)c2C1,0.3,-0.1,-5,-9
O=C(CSCC(=O)Nc1ccccc1)NCC(=O)c1ccccc1,-0.3,0.1,6,4
Cc1cccc(NC(=O)c2ccccc2C(=O)O)c1,-1.3,0.1,-9,-2
CCNC(=O)c1nn(CC2CC2)c2c1CN(Cc1ccc(OC)c(OCC)c1)CC2,-0.6,0.2,9,16
CCN(Cc1ccccc1)C(=O)CSc1nccc(=O)[nH]1,0.4,0.1,1,-6
CCOC(=O)C1=C(C)NC2=C(C(=O)CCC2)C1c1ccc(N(C)C)cc1 (stereo not given),-0.7&0.2,-0.1&0.0,0&0,2&6
CCN1C(=O)C(c2ccc(F)cc2)C2(CCN(Cc3ccccc3OC)CC2)C1=O (stereo not given),-1.4,0.5,2,7
COc1ccc(-c2nn(Cc3cccnc3)c(=O)o2)c2ccccc12,1.2,0.0,-9,13
CCOC(=O)c1c(NC(=O)c2cc(=O)c3ccccc3o2)sc2c1CCC(C)C2 (stereo not given),1.3,0.1,12,5

# Some of the entries above in a different format.
# Results follow in this order: GPR151 ag | FBW7 activator | MITF primary | TEAD-YAP block
- O=C1CCCN1Cc1cc(Cl)c2cccnc2c1O
 : 0.6 | -0.1 | 64* | 9
- CCOc1cc(CNCCO)cc(Br)c1OCc1ccc(F)cc1
 : 0.4 | -0.1 | -15 | -6
- O=S(=O)(c1cccs1)N1CCc2nc(-c3ccncc3)nc(N3CCCCC3)c2C1
 : 0.3 | -0.1 | -5 | -9
- O=C(CSCC(=O)Nc1ccccc1)NCC(=O)c1ccccc1
 : -0.3 | 0.1 | 6 | 4
- Cc1cccc(NC(=O)c2ccccc2C(=O)O)c1
 : -1.3 | 0.1 | -9 | -2

# New compounds follow:
SMILES,GPR151 ag,FBW7 activator,MITF primary,TEAD-YAP block
Cn1c2ccccc2c2nnc(SCN3C(=O)c4ccccc4C3=O)nc21,2.9,0.0,-8,-2
CC(C)(C)c1ccc(OCC(=O)N2CCN(C=O)CC2)cc1,1.6,0.0,-4,1
COC(=O)c1ccc(C)c(NS(=O)(=O)c2cccc([N+](=O)[O-])c2)c1,-0.6,-0.2,-14,4
CCCNc1ccc2ncc(-c3cccc(C(N)=O)c3)n2n1,0.0,-0.4,13,33*
Cc1ccc(C(=O)N2CCN3C(=O)[C@H](Cc4ccc(O)cc4)NC(=O)[C@H]3C2)cc1F,-0.5,0.2,-2,8
CCCN(C#N)c1nc(NCC)nc(NC(C)C)n1,-0.2,0.2,-3,-3
CC(=O)NCCNC(=O)CCCCn1c(=O)[nH]c2ccccc2c1=O,0.4,1.1,7,-15
CC(=O)Nc1ccc(S(=O)(=O)NC(C)C(=O)NCC(c2ccco2)N(C)C)cc1 (stereo not given),-1.7,-0.2,-3,-6
COc1ccc(S(=O)(=O)N2CCN=C2SCc2ccc(Br)cc2)cc1,0.7,0.0,3,9
CCCNC(=O)c1cncc(-c2c(C)noc2C)c1,0.4,0.1,1,7
Cn1c(=NC(=O)c2ccc(S(=O)(=O)N3CCCC3)cc2)sc2ccccc21,0.4,0.5,13,1
COc1ccc2c(c1)c(-n1cccc1)c(C(=O)O)n2CC(C)=O,0.6,-0.1,-7,-2
COc1cc(/C=C/C(=O)O)cc(S(=O)(=O)N(C)CCO)c1OC,1.3,0.1,18,5
CC(C)CC(C(=O)O)N1C(=O)c2ccccc2C1=O (stereo not given),-0.3,0.0,7,-10
CCOc1ccc(NC(=O)NC(=O)N(C)S(C)(=O)=O)cc1,-0.1,0.0,-2,-5
CC(C)C(NS(=O)(=O)c1ccc2c3c(cccc13)C(=O)N2C)C(=O)O (stereo not given),1.0,0.5,1,3
O=C(CSCc1ccccc1Cl)Nc1ccc(S(=O)(=O)N2CCCCC2)cc1,-2.0,-0.1,-6,1
OCCN(CCO)c1ccc2ccccc2c1,0.9,-0.1,0,9
C/C(=N\Nc1c([N+](=O)[O-])c(C)nn1C)c1ccc(O)c(O)c1O,-0.3,-0.1,10,8
CCOC(=O)CNC(=O)CSc1nc(C)cc(C)c1C#N,-1.1,0.1,11,10
O=C(C1CCCO1)N1CCN(C(=S)NCc2ccc(Cl)cc2)CC1 (stereo not given),-0.3,-0.7,8,10
COc1ccc2c(C)nc(N3CCC(C(=O)N4C[C@@H](C)O[C@@H](C)C4)CC3)nc2c1,-0.5,0.1,10,-7
C/C(=N\Nc1ccc2ccccc2n1)c1ccccc1O,-2.0,0.6,18,-7
COc1cccc(C(=O)Nc2ccc3nc(SC)sc3c2)c1,-6.7,0.1,2,-34
COc1ccc(/C=N\NC(=O)c2ccccn2)cc1OC,-1.6,-0.1,16,-48
CN(C)C(=O)c1ccc(COc2ccccc2Br)o1,-0.8,0.3,15,-89
Cc1ccc(CN(C(=S)NCC(=O)NCc2ccco2)C2CCCCC2)cc1,-0.9,0.2,12,16
COc1ccc(-c2nc3cccc([N+](=O)[O-])c3nc2-c2ccc(OC)cc2)cc1,-0.6,0.0,2,6
O=c1cc(-c2ccccc2)nc2nc(-c3ccco3)[nH]n12,-2.4,-0.2,6,17
O=S(=O)(NCC(c1cccs1)S(=O)(=O)c1cccs1)c1ccc(Cl)cc1 (stereo not given),0.5,0.0,-25,-1
